From PubChem BioAssay
GRP78 ERSR act = qHTS for Inducers of the Endoplasmic Reticulum Stress Response (ERSR) in Human Glioma: qHTS; 0.02% of 420,000 active; Potency, µM, for the others: at the highest dose activation, hits mostly activators; AID 602332, 2012; U87-MG GRP78 promoter luciferase reporter, 16 h; further: potency means the concentration at half of the fitted maximal effect; series mostly up to about 76 µM; % of control where 0% means no effect; nearly all actives have a fitted effect of over 35% in size
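ERSR induction read as luciferase luminescence (Bright-Glo, 10 min at room temperature) in stably transfected human U87-MG glioma cells exposed to compounds for 16 h, using GRP78 as sensor.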
USP1 inh = Inhibitors of USP1/UAF1: Primary Screen | Potency, µM (series often up to 57.1 µM), for the others: top-dose activity change, negative = inhibition, actives largely listed as inhibitors | 0.23% of 390,000 active | recombinant USP1/UAF1, Ub-Rhodamine cleavage fluorescence; further: potency means the concentration at half of the fitted maximal effect; on the % scale 0 is the no-effect control and ±100 the full control effect; nearly all actives have a fitted effect of over 60% in size; inactives centre near -12
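High-throughput fluorogenic screen: 1nM USP1/UAF1 complex, Ub-Rho substrate 150nM final, 50mM HEPES pH 7.8 with 0.5mM EDTA, 0.1 mg/ml BSA, 1mM TCEP and 0.01% Tween-20.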
TrxR1 substrate = qHTS Assay for Substrates of Mammalian Selenoprotein Thioredoxin Reductase 1 (TrxR1): qHTS. purified TrxR1 substrate turnover, NADPH consumption readout. Potency, µM (series often up to 114 µM), for the others: at the highest dose activity change, negative = substrate turnover. 0.01% of 390,000 active. Thioredoxin reductase 1, cytoplasmic (Rattus norvegicus), O89049; further: potency means the concentration at half of the fitted maximal effect; on the % scale 0 is the no-effect control and ±100 the full control effect; nearly all actives have a fitted effect of over 50% in size
Target sequence (O89049 whole entry, looked up): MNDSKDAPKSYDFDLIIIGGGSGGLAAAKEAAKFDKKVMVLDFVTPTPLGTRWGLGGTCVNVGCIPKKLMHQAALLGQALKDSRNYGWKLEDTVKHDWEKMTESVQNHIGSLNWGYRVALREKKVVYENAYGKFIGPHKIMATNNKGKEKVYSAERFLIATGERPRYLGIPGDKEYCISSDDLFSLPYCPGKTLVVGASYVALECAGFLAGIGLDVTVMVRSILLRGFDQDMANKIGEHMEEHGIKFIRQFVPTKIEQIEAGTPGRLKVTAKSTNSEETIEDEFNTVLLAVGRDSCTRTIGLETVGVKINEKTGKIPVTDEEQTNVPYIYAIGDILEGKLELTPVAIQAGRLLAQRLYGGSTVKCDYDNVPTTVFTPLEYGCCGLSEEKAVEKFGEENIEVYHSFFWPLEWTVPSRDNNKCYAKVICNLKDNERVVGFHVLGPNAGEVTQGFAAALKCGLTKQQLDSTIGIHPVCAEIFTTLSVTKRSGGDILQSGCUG
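Rat TrxR1, dispensed at 90 nM, was prereduced with 400 uM NADPH (final) for 5 min at ~22 deg C, then incubated with compound 15 min before 400 uM selenite. A first-read NADPH fluorescence drop versus no-compound background flagged substrates.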
Vif-APOBEC3F blk = qHTS for Inhibitors of Vif-A3F Interactions: qHTS; AID 602313, 2012; Potency, µM (top dose mostly 46.1 µM), for the others: top-dose activity, negative = active; HeLa A3F-eYFP + Vif (tagged APOBEC3F with the HIV-1 protein that degrades it), YFP fluorescence increase; 0.2% of 390,000 active; further: potency means the concentration at half of the fitted maximal effect; % of control where 0% means no effect; nearly all actives have a fitted effect of over 65% in size
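HeLa cells stably expressing Vif plus C-terminally eYFP-tagged A3F were seeded, incubated overnight at 37 deg C, dosed with compound, incubated overnight again at 37 deg C. Yellow fluorescence (Ex 488/Em 500-530) reported blocked Vif-mediated A3F-eYFP degradation.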
LDHA inh = qHTS assay for inhibitors of human lactate dehydrogenase; L-lactate dehydrogenase A chain (Homo sapiens), P00338; purified LDHA, NADH/diaphorase-resazurin fluorescence; stronger effect = lower value; activity change, % (values are at about 110 or 230 µM); 0.15% of 480,000 active; in the data active means activity change below about -30%; inconclusive means mostly about -25% to -30%;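 further: plate controls were DMSO wells for no effect and wells without enzyme for full effect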
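LDH5 2 nM; NADH 0.06 mM, pyruvate 0.2 mM; 200 mM Tris pH 7.4, EDTA, Tween-20; 5 min RT. Detection: diaphorase 0.133 mg/mL + resazurin 37 µM, fluorescence ex540/em590 at 0 and 20 min; normalized to enzyme-free and DMSO wells.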
TrxR1 inh = qHTS Assay for Inhibitors of Mammalian Selenoprotein Thioredoxin Reductase 1 (TrxR1): qHTS | Thioredoxin reductase 1, cytoplasmic (Rattus norvegicus), O89049 | Potency, µM (doses to about 114 µM), inactives show at the top dose activity change, negative = inhibition, hits mostly inhibitors | recombinant rTrxR1, NADPH fluorescence consumption, selenite substrate | 1% of 390,000 active | AID 588453, 2011; further: potency means the concentration at half of the fitted maximal effect; on the % scale 0 is the no-effect control and ±100 the full control effect; nearly all actives have a fitted effect of over 65% in size
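Rat TrxR1 (90 nM in the dispensed reagent) was pre-reduced with 400 uM NADPH for 5 min at room temperature, then incubated with compound for 15 min. After 400 uM selenite was added, NADPH fluorescence (Ex 340/Em 450 nm) was followed for 8 min.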
RGS4 inhibitor = Inhibitors of Regulator of G Protein Signaling (RGS) 4: qHTS | Regulator of G-protein signaling 4 (Homo sapiens), P49798 | Transcreener GDP fluorescence polarization, RGS4-accelerated GTP hydrolysis | Potency, µM (titrated, usually from 114 µM), for inactives: at the top dose activity change, negative = inhibition, most hits filed as inhibitors | 0.039% of 390,000 active; further: potency means the concentration at half of the fitted maximal effect; on the % scale 0 is the no-effect control and ±100 the full control effect; nearly all actives have a fitted effect of over 75% in size; some results filed as inactive show a strong effect at the top dose
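MLSMR compounds (23 nl, pin-transferred) preincubated 10 min at room temperature with a 500nM (2x) first reagent, then RGS4 at 900nM (2x) plus Transcreener GDP mix added; fluorescence polarization (620/688 nm) read before and after 90 min at 30 °C.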
Vif-A3G inh = qHTS for Inhibitors of Vif-A3G Interactions: qHTS. HeLa A3G-eYFP + Vif (tagged APOBEC3G with the HIV-1 protein that degrades it), YFP fluorescence, overnight. Potency, µM (titrated, usually from 46.1 µM), without a hit: top-dose activity, negative = active, usual class: inhibitors. 0.076% of 410,000 active. AID 602310, 2012;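 further: potency means the concentration at half of the fitted maximal effect; on the % scale 0 is the no-effect control and ±100 the full control effect; nearly all actives have a fitted effect of over 60% in size; hits raise eYFP signal because A3G escapes Vif-driven loss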
Target sequence (Q9HC16 whole entry, looked up): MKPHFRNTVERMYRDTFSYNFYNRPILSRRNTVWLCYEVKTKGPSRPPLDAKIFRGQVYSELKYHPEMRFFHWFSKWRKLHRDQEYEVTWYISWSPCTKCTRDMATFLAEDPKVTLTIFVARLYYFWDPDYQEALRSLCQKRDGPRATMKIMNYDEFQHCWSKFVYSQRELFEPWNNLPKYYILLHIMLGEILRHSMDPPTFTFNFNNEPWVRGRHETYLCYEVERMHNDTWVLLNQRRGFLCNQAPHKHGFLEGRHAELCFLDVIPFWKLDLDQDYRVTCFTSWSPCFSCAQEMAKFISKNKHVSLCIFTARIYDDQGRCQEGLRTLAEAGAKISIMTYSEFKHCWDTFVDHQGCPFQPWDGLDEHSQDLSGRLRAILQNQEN
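HeLa cells stably expressing Vif and C-terminally eYFP-tagged A3G, seeded overnight at 37 deg C, then exposed to compound by pintool overnight at 37 deg C. Rise in yellow fluorescence (Ex 488/Em 500-530, Acumen) marks blocked Vif-driven A3G degradation.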
mIDH1 inhibitor = qHTS for Inhibitors of mutant isocitrate dehydrogenase 1 (IDH1): qHTS; IDH1-R132H enzyme, NADPH consumption, diaphorase/resazurin fluorescence; Potency, µM (highest dose often 76.6 µM), for the others: at the top dose activity change, negative = inhibition, most hits filed as inhibitors; 0.093% of 390,000 active; further: potency means the concentration at half of the fitted maximal effect; on the % scale 0 is the no-effect control and ±100 the full control effect; nearly all actives have a fitted effect of over 65% in size
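IDH1-R132H (0.5 ug/mL dispensed) in pH 7.5 Tris buffer was preincubated 30 min with compound, then given a substrate mix of 0.016 mM NADPH and 2 mM alpha-KG for 80 min at room temperature; remaining NADPH was read by diaphorase/resazurin fluorescence.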
* hit, by the source's call; [ ] = dose if it differs, or a comment. Unless noted, the call rests on the fitted dose curve; in most records, active means well fitted curve in the direction sought with a large enough effect; inconclusive means small, poorly fitted or top-dose-only effect, or another doubt; inactive means no such curve, though single readings can be large; an effect the other way counts as inactive or inconclusive.

Preview (4 entries):
For CN(CCc1ccccn1)C(=S)NC(=O)c1ccco1 the results were GRP78 ERSR act -3%, USP1 inh -23%, TrxR1 substrate 0%, Vif-APOBEC3F blk -1%, LDHA inh -1, TrxR1 inh inconclusive, RGS4 inhibitor -3%[11.4 µM], Vif-A3G inh -2% and mIDH1 inhibitor 3%.
For O=C1CNC(=O)/C1=C/c1ccccc1 the results were GRP78 ERSR act -2%, USP1 inh -9%, TrxR1 substrate -4%, Vif-APOBEC3F blk -12%, LDHA inh -3, TrxR1 inh -19%, RGS4 inhibitor 4%, Vif-A3G inh -9% and mIDH1 inhibitor 0%.
Screening Cc1ccc(/C=N/NC(=O)Cn2cnc3c2c(=O)n(C)c(=O)n3C)s1 returned GRP78 ERSR act -3%, USP1 inh -16%, TrxR1 substrate -10%, Vif-APOBEC3F blk -12%, LDHA inh 3, TrxR1 inh -14%, RGS4 inhibitor -16%, Vif-A3G inh -1% and mIDH1 inhibitor 4%.
COc1ccc(C(=O)Nc2ccc(NC(=O)c3cccc(OC)c3)cn2)cc1 was read as GRP78 ERSR act -5%, USP1 inh -13%, TrxR1 substrate 17%, Vif-APOBEC3F blk 0%, LDHA inh 0, TrxR1 inh 7%, RGS4 inhibitor 8%, Vif-A3G inh -19% and mIDH1 inhibitor -1%.

The whole of this part, from the first entry:
For CN(CCc1ccccn1)C(=S)NC(=O)c1ccco1 the results were GRP78 ERSR act -3%, USP1 inh -23%, TrxR1 substrate 0%, Vif-APOBEC3F blk -1%, LDHA inh -1, TrxR1 inh inconclusive, RGS4 inhibitor -3%[11.4 µM], Vif-A3G inh -2% and mIDH1 inhibitor 3%.
For O=C1CNC(=O)/C1=C/c1ccccc1 the results were GRP78 ERSR act -2%, USP1 inh -9%, TrxR1 substrate -4%, Vif-APOBEC3F blk -12%, LDHA inh -3, TrxR1 inh -19%, RGS4 inhibitor 4%, Vif-A3G inh -9% and mIDH1 inhibitor 0%.
Screening Cc1ccc(/C=N/NC(=O)Cn2cnc3c2c(=O)n(C)c(=O)n3C)s1 returned GRP78 ERSR act -3%, USP1 inh -16%, TrxR1 substrate -10%, Vif-APOBEC3F blk -12%, LDHA inh 3, TrxR1 inh -14%, RGS4 inhibitor -16%, Vif-A3G inh -1% and mIDH1 inhibitor 4%.
COc1ccc(C(=O)Nc2ccc(NC(=O)c3cccc(OC)c3)cn2)cc1 was read as GRP78 ERSR act -5%, USP1 inh -13%, TrxR1 substrate 17%, Vif-APOBEC3F blk 0%, LDHA inh 0, TrxR1 inh 7%, RGS4 inhibitor 8%, Vif-A3G inh -19% and mIDH1 inhibitor -1%.
Screening Clc1ccccc1C1=Nn2c(nnc2-c2ccncc2)SC1 returned GRP78 ERSR act -9%, USP1 inh -5%, TrxR1 substrate 4%, Vif-APOBEC3F blk 2%, LDHA inh -4, TrxR1 inh 1%, RGS4 inhibitor inconclusive, Vif-A3G inh 7% and mIDH1 inhibitor -7%.
Screening Cn1cnc(S(=O)(=O)N2CCC(C(=O)Nc3ccc(OC(F)(F)F)cc3)CC2)c1 returned GRP78 ERSR act -3%, USP1 inh -14%, TrxR1 substrate -4%[57.1 µM], Vif-APOBEC3F blk 1%, LDHA inh 5, TrxR1 inh 6%[57.1 µM], RGS4 inhibitor -1%, Vif-A3G inh 4% and mIDH1 inhibitor 2%.
O=C(O)C1CCCN1c1ncccn1 (stereo unspecified) was read as GRP78 ERSR act -1%, USP1 inh -23%, TrxR1 substrate -5%, Vif-APOBEC3F blk -2%, LDHA inh 3, TrxR1 inh -6%, RGS4 inhibitor -8%, Vif-A3G inh 1% and mIDH1 inhibitor 9%.
Screening COc1cc2ccnc(Cc3cccc(OC)c3OC)c2cc1OC returned GRP78 ERSR act 4%, USP1 inh -18%, TrxR1 substrate 10%[57.1 µM], Vif-APOBEC3F blk 5%, LDHA inh 18, TrxR1 inh 44%[activator][57.1 µM], RGS4 inhibitor 25%, Vif-A3G inh -5% and mIDH1 inhibitor -3%.
For CN(C)/C=C/C(=O)c1ccc(N2CCN(c3ncc(C(F)(F)F)cc3Cl)CC2)cc1 the results were GRP78 ERSR act 0%, USP1 inh inconclusive, TrxR1 substrate 6%, Vif-APOBEC3F blk -25%, LDHA inh 5, TrxR1 inh 17%[57.1 µM], RGS4 inhibitor -39%, Vif-A3G inh -25% and mIDH1 inhibitor 8%.
`COC(=O)/C=C/c1ccsc1NC(C)=O` gave GRP78 ERSR act -1%, USP1 inh -26%, TrxR1 substrate -3%, Vif-APOBEC3F blk -7%, LDHA inh -1, TrxR1 inh 3%, RGS4 inhibitor -18%, Vif-A3G inh 0% and mIDH1 inhibitor 6%.
Screening CCS(=O)(=O)c1oc(-c2ccc(F)cc2)nc1S(=O)(=O)c1ccc(Br)cc1 returned GRP78 ERSR act -10%, USP1 inh -9%, TrxR1 substrate 8%, Vif-APOBEC3F blk 8%, LDHA inh -9, TrxR1 inh 0.56µM*, RGS4 inhibitor inconclusive, Vif-A3G inh inconclusive and mIDH1 inhibitor -24%.
For CCCCSc1ncnc2c1ncn2C1CCCCO1 (stereo unspecified) the results were GRP78 ERSR act -2%, USP1 inh 11%, TrxR1 substrate 5%[57.1 µM], Vif-APOBEC3F blk 3%, LDHA inh -12, TrxR1 inh 17%[57.1 µM], RGS4 inhibitor 22%, Vif-A3G inh -2% and mIDH1 inhibitor -4%.
Screening COc1cccc(/C=C2\SC(=S)N(CCC(=O)Nc3ccc(O)cc3)C2=O)c1 returned GRP78 ERSR act 11%, USP1 inh -9%, TrxR1 substrate -1%, Vif-APOBEC3F blk 1%, LDHA inh -19, TrxR1 inh 20%, RGS4 inhibitor -18%, Vif-A3G inh -7% and mIDH1 inhibitor 3%.
Screening CCC(C)(C)n1nnnc1CN(Cc1ccco1)Cc1cc2cc3c(cc2[nH]c1=O)OCO3 returned GRP78 ERSR act -2%, USP1 inh -12%, TrxR1 substrate 18%[57.1 µM], Vif-APOBEC3F blk -3%, LDHA inh -4, TrxR1 inh 6%[57.1 µM], RGS4 inhibitor -1%[11.4 µM], Vif-A3G inh 0% and mIDH1 inhibitor 1%.
For Cc1ccc(-c2noc(CCCC(=O)NC3CCCC3)n2)cc1 the results were GRP78 ERSR act -7%, USP1 inh -14%, TrxR1 substrate 6%, Vif-APOBEC3F blk -7%, LDHA inh -11, TrxR1 inh 22%, RGS4 inhibitor 10%, Vif-A3G inh 1% and mIDH1 inhibitor 1%.
`CCN(CC(=O)Nc1ccc(NC(C)=O)cc1)C(=O)c1cccc(S(=O)(=O)N2c3ccccc3CC2C)c1` (stereo unspecified) gave GRP78 ERSR act -1%, USP1 inh -5%, TrxR1 substrate -5%[57.1 µM], Vif-APOBEC3F blk 10%, LDHA inh -3, TrxR1 inh 6%[57.1 µM], RGS4 inhibitor -1%, Vif-A3G inh -1% and mIDH1 inhibitor -14%.
CCCCNC(=O)OCCSCCS(=O)(=O)c1ccc(Cl)cc1 was read as GRP78 ERSR act -5%, USP1 inh -10%, TrxR1 substrate -18%[57.1 µM], Vif-APOBEC3F blk -6%, LDHA inh -1, TrxR1 inh 20%[57.1 µM], RGS4 inhibitor -20%, Vif-A3G inh 4% and mIDH1 inhibitor 3%.
For COc1cccc(CNC(=O)CSc2nnc3c(n2)[nH]c2ccc(F)cc23)c1 the results were GRP78 ERSR act -1%, USP1 inh -1%, TrxR1 substrate 5%, Vif-APOBEC3F blk inconclusive, LDHA inh 1, TrxR1 inh 28%, RGS4 inhibitor -4%, Vif-A3G inh 2% and mIDH1 inhibitor -13%.

The list is partial; count on the stated rates, not on these rows.
